# Assay outcomes deposited in PubChem by National Center for Advancing Translational Sciences (NCATS).
# B2AR arrestin = qHTS assay of beta-arrestin-biased ligands of beta2-adrenergic receptor. 330,000 tested, 0.02% active. Potency, µM (series often up to 46.1 µM), inactives show at the highest dose activation, most hits filed as activators. beta-arrestin recruitment to beta2AR, cell-based reporter. Beta-2 adrenergic receptor (Homo sapiens), P07550;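 also: potency is read from the fitted curve at half-maximal effect; 0% = DMSO controls and full agonism = EC100 isoproterenol or metaproterenol; nearly all actives have a fitted effect of over 65% in size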
# Chronic BCR inh = qHTS Assay to Find Inhibitors of Chronic Active B-Cell Receptor Signaling | ABC-DLBCL IkBa-CBG/CBR reporter, luminescence ratio, 4 h | Potency, µM (series often up to 46.1 µM), without a hit: at the highest dose ratio change, negative = lower green/red ratio, actives largely listed as inhibitors | AID 493014, 2011 | 340,000 tested, 0.05% active; active = well fitted inhibition curve with a large enough effect in the signal ratio, with a control signal flat, not every such curve was filed as active; inconclusive = small, poorly fitted or top-dose-only effect, or effect the other way, or a change in a side signal; the % refers to the signal ratio;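 also: potency is read from the fitted curve at half-maximal effect; plate controls were basal doxycycline-induced cells for no effect and cells given 10 µM MG132 for full effect; MG132 reads +100%, hits lower the ratio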
#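 Cell line TMD8 (human ABC DLBCL), stably expressing tet-inducible CBG68-IkBa fusion and CBR; IMDM/0.5% FBS; cpd up to 46 uM; dox induction, 4 h, 37C/5% CO2; dual luminescence; green/red ratio; MG132 control.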
# a7 integrin act = qHTS for Activators of Integrin-Mediated Alleviation for Muscular Dystrophy; alpha7betagal myoblasts, beta-gal FDG fluorescence, 48 h; Potency, µM (titrated, usually from 38.3 µM), without a hit: at the top dose activation, most hits filed as activators; 350,000 tested, 0.064% active;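 also: potency is read from the fitted curve at half-maximal effect; 100% = response of the positive control SU9516; nearly all actives have a fitted effect of over 60% in size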
#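 Alpha7betagal+/- myoblasts (passage 13) were plated 16-24 hr, then exposed to compounds (1:260 dilution of DMSO stock) for 48 hours at 37C. After MPER lysis, β-galactosidase reporter activity was read as FDG fluorescence (ex 480/em 540) after 30 minutes.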
# Coupling enz = qHTS Assay for Inhibitors of Fructose-1,6-bisphosphate Aldolase from Giardia Lamblia: Coupling assay counterscreen. coupling enzyme system counterscreen, AmpLite Red fluorescence. activity change, negative = inhibition, % at 58.2 µM, hits read low. 290,000 tested, 0.67% active. AID 2472, 2010; in the data active = activity change below about -30%; also: % is scaled to controls: 0 for no effect and ±100 for the full control effect
#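 Activity here indicates interference with the coupling reaction, not aldolase inhibition. Compounds at 57.5 uM final met coupling enzymes for 10 min at RT; substrate and AmpLite Red detection followed, with a 525/598 nm fluorescence read after 20 min.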
# S-ASM inh = Inhibitors of Secretory Acid Sphingomyelinase (S-ASM): qHTS | Potency, µM (series often up to 57.5 µM), for inactives: top-dose activity change, negative = inhibition, usual class: inhibitors | Sphingomyelin phosphodiesterase (Homo sapiens), P17405 | placental ASM, HMU-PC fluorogenic substrate, 60 min | 340,000 tested, 0.006% active; also: potency is read from the fitted curve at half-maximal effect
#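 Human placenta-derived ASM enzyme was preincubated with compound for 10 minutes at room temperature, then given fluorogenic substrate HMU-PC0 (9 uM final) for 60 minutes at 37 °C; a pH 10 stop preceded fluorescence reading at Ex 386/Em 447 nm.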
# PTAP TSG101 blk = qHTS Assay for Iinhibitors of HIV-1 Budding by Blocking the Interaction of PTAP/TSG101; Tumor susceptibility gene 101 protein (Homo sapiens), Q99816; Fluorescence polarization, FITC-PTAP peptide / Tsg101 binding; Potency, µM (highest dose often 115 µM), for inactives: top-dose activity change, negative = inhibition, actives largely listed as inhibitors; 340,000 tested, under 10 active; active = well fitted inhibition curve with a large enough effect in the main read-out, with a control signal flat, not every such curve was filed as active; inconclusive = small, poorly fitted or top-dose-only effect, or effect the other way, or a change in a side signal; inactive = no such curve, though single readings can be large or run the other way; also: potency is read from the fitted curve at half-maximal effect; % of control where 0% means no effect
#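 Steps: Tsg101 binding domain dispensed (10 uM final), compounds pinned in DMSO, FITC-labeled PTAP-motif peptide added (50 nM final); after 20 min binding at room temperature, polarization measured.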
# GALK inhibitor = qHTS Assay for Inhibitors of Human Galactokinase (GALK); P51570; Purified GALK, Kinase-Glo residual ATP luminescence; Potency, µM (top dose mostly 57.5 µM), inactives show at the top dose activity change, negative = inhibition, actives largely listed as inhibitors; 270,000 tested, 0.007% active; also: potency is read from the fitted curve at half-maximal effect; % is scaled to controls: 0 for no effect and ±100 for the full control effect
# Target sequence (P51570 whole entry, looked up): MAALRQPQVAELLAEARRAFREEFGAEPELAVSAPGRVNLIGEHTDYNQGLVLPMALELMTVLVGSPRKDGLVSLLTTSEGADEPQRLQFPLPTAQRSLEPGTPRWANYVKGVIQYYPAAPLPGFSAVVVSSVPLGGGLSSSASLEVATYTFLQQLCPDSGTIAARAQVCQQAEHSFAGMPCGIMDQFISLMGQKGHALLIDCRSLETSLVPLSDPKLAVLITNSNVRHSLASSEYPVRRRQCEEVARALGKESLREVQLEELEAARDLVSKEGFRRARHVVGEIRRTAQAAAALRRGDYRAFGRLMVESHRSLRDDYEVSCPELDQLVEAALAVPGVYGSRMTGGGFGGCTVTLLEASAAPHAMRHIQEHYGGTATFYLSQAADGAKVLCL
#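 GALK at 5 nM final was combined with compound, 35 uM ATP and 100 uM galactose in HEPES pH8.0 with MgCl2 and DTT. The reaction ran one hour at room temperature before luminescent ATP detection.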
# Tb PFK inh = qHTS Assay to Find Inhibitors of T. brucei phosphofructokinase; ATP-dependent 6-phosphofructokinase (Trypanosoma brucei brucei), O15648; AID 485367, 2010; T. brucei PFK, ADP-Glo luminescence; 330,000 tested, 0.17% active; Potency, µM (series often up to 57.5 µM), inactives show at the highest dose activity, negative = inhibition, most hits filed as inhibitors;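 also: potency is read from the fitted curve at half-maximal effect; 0% = uninhibited 1x PFK enzyme wells and -100% = no-enzyme wells; nearly all actives have a fitted effect of over 60% in size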
# Target sequence (O15648 whole entry, looked up): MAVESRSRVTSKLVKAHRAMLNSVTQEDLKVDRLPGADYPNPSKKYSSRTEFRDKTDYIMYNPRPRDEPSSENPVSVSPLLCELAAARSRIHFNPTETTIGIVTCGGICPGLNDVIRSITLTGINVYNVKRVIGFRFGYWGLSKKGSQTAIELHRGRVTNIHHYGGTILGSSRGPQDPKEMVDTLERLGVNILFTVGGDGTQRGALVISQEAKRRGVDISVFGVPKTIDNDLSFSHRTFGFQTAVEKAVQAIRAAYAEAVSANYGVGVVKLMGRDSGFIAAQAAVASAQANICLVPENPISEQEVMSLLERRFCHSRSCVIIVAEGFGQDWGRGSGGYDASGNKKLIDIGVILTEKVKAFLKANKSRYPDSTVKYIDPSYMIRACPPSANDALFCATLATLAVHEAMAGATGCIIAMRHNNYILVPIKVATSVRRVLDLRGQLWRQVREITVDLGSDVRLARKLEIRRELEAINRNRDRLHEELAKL
#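 Compounds were pin-transferred as a titration series up to 57 uM into substrate buffer (0.5 mM F6P, 0.1 mM ATP, pH 8.0), then 1.25 nM PFK was added and reactions ran 45 min before ADP-Glo detection.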
# PKM2 activator = qHTS Assay for Activators of Human Muscle isoform 2 Pyruvate Kinase; purified PKM2, Kinase-Glo ATP luminescence, activation; response scale: 0% is enzyme alone, no compound; Potency, µM (titrated, usually from 57.5 µM), for the others: top-dose activation, most hits filed as activators; 260,000 tested, 0.34% active; AID 1631, 2009; also: potency is read from the fitted curve at half-maximal effect; % is scaled to controls: 0 for no effect and ±100 for the full control effect; nearly all actives have a fitted effect of over 55% in size
#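 Purified hPK-M2 (>95%) run at intermediate activity with 0.1 mM ADP and 0.5 mM PEP in 50 mM imidazole pH 7.2, KCl, MgCl2; 1 h room temperature. ATP formed read by Kinase-Glo luminescence; normalized to uninhibited and no-enzyme controls.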
# Menin-MLL TR inh = qHTS Assay for Inhibitors Targeting the Menin-MLL Interaction in MLL Related Leukemias: Competition With Texas Red Labeled MLL-derived Mutant Peptide; Potency, µM (top dose mostly 61.6 µM), for inactives: at the highest dose FP activity change, negative = inhibition, actives largely listed as inhibitors; AID 1768, 2009; O00255; 270,000 tested, 0.23% active; Menin + Texas Red MLL mutant peptide, fluorescence polarization; active = well fitted inhibition curve with a large enough effect in the polarisation, with a control signal flat, not every such curve was filed as active; inconclusive = small, poorly fitted or top-dose-only effect, or effect the other way, or a change in a side signal; inactive = no such curve, though single readings can be large or run the other way; the % refers to the polarisation; also: potency is read from the fitted curve at half-maximal effect; % of control where 0% means no effect; many of its hits are not listed in these tables
# Giardia killer = Small Molecules that selectively kill Giardia lamblia: qHTS. 340,000 tested, 0.15% active. activity change, % at 7.66 µM, hits read low. AID 540267, 2011. Giardia lamblia trophozoite viability; in the data active = activity change below about -80%; inconclusive = between about -30% and that limit;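 also: parasites exposed to compound for two days anaerobically before the ATP read; % is scaled to controls: 0 for no effect and ±100 for the full control effect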
#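 Luminescence from cellular ATP indicates surviving trophozoites (100 cells/well) following 48 hrs anaerobic compound treatment at 37 deg C; signal develops 15-30 min at room temperature.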
# The depositor's hits bear a star; ? = inconclusive; · = no result given; & = joins results of further samples; [ ] = another dose, or the depositor's remark. Unless noted, calls follow the shape of the dose curve; as a rule, active = well fitted curve in the direction sought with a large enough effect; inconclusive = small, poorly fitted or top-dose-only effect, or another doubt; inactive = no such curve, though single readings can be large; an effect the other way counts as inactive or inconclusive. The list is partial. The share of hits here may be higher or lower than overall.
compound,a7 integrin act,PTAP TSG101 blk,Menin-MLL TR inh,B2AR arrestin,Coupling enz,Tb PFK inh,Chronic BCR inh,Giardia killer,GALK inhibitor,S-ASM inh,PKM2 activator
CC1CC2(CCCC2)N(C(=O)c2ccccc2)Cc2ccccc21 (stereo not drawn),-18%,-7%,2%,-0.5%,6,2%,0%,-21,0%,-4%,2%
O=C(Nc1ccc(N2CCN(C(=O)c3ccccc3)CC2)c(Cl)c1)c1ccc(Br)o1,18%[7.66 µM],-8%,2%,0.0%,-5,2%,?,5,-1%,-8%,0%
Cc1nnc(SCC(=O)NNC(=O)C(C)C)[nH]c1=O,-4%,-2%,4%,0.0%,3,0%,-2%,-1,0%,-7%,10%
Cc1ccc(C(=O)Nc2ccccc2Cl)cc1,11%,0%,4%,12%,-3,-4%,-7%,10,0%,0%,-12%
O=C(NC(=S)N1CCCCC1c1cccnc1)c1ccc(F)cc1 (stereo not drawn),3%,1%,8%,-1.1%,-1,-7%,-9%,14,9%,2%,0%
COc1ccccc1NS(=O)(=O)c1cc(NC(=O)Nc2ccccc2)ccc1N1CCCCC1,13%,1%,·,-0.2%,-1,-12%,0%,2,0%,-3%,0%
COc1ccccc1CNS(=O)(=O)c1ccc(-n2cnnn2)c(C)c1,26%,-6%,·,0.0%,2,1%,2%,-6,-4%,2%,·
COC(=O)c1ccccc1Oc1ccc(NC(=O)CCCl)cc1,4%,-1%,15%,-0.1%,1,-4%,0%,-13,4%,6%,5%
[N-]=[N+]=CC(=O)CC(c1ccccc1)N1C(=O)c2ccccc2C1=O (stereo not drawn),1%,-5%,-18%,0.0%,9,-1%,-20%,3,0%,1%,-11%
CCS(=O)(=O)N1CCC(N2CCN(c3ccccc3)CC2)CC1,10%,-6%,10%,0.0%,0,1%,?,-16,-2%,-2%,2%
Cc1sc2ncnc(Sc3ccccc3C(=O)Nc3ccc(C#N)cc3)c2c1C,-15%,0%,?,-0.3%,-3,1%,0%,11,1%,-10%,12%
O=C(O)c1ccc(C(=O)c2ccc3c(c2)C(=O)N(CC2CCCO2)C3=O)cc1 (stereo not drawn),19%,-5%,7%,-1.0%,5,0%,4%,-26,2%,11%,2%
Cc1cc2cc3c(cc2nc1SCC(=O)Nc1ccccc1)CCC3,-5%,0%,·,-0.5%,1,0%,-1%,-6,-2%,-9%,1%
O=C(C1CCCC1)N(c1ccccc1)C1C=CS(=O)(=O)C1 (stereo not drawn),0%,-9%,9%,-0.1%,2,15%,0%,-1,0%,3%,-1%
Cc1ccc(OCCC(=O)OCC(=O)NC(=O)c2ccccc2)cc1,5%,-6%,·,-0.1%,·,1%,?,-18,·,-3%,·
Cc1ccc(S(=O)(=O)/N=C2/C=C(Sc3ncn[nH]3)C(=O)c3ccccc32)cc1,-49%[inhibitor],-7%,?,-0.8%,-55*,?,?,-17,1%,-1%,-50%
O=C(NCCO)c1cc2ccccc2cc1O,20%,-10%,3%,-0.4%&0.1%,-6&2,-7%&5%,-1%&-2%,-12,-1%&-1%,77%[activator],0%&4%
O=[N+]([O-])c1c(Nc2ccccc2O)ccc2nonc12,-12%,-1%,25%,0.0%,-22,0%,-24%,-1,-4%,2%,15%
CC(=O)c1ccc(S(=O)(=O)Nc2ccc(-n3cnnn3)cc2)cc1,8%,-1%,·,-0.2%,·,?,0%,20,·,4%,·
CCn1ncc(CNC(=O)CCSc2nc(-c3ccco3)cc(C(F)(F)F)n2)c1C,-22%,-3%,0%,-0.6%,0,-2%,-1%,-18,-2%,-1%,1%
O=c1c2ccccc2nc(/C=C/c2cccc(Br)c2)n1CCCO,?,-5%,?,-0.4%,2,1%,-10%,-9,-1%,-15%,·
CCOc1cc(-c2nc(-c3ccncc3)no2)cc(OCC)c1OCC,-5%,-1%,-19%,-0.2%,-1,-1%,1%,17,4%,2%,-9%
CC(OC(=O)CNC(=O)c1ccc(Cl)c([N+](=O)[O-])c1)C(=O)NC1CCCCC1C (stereo not drawn),-14%,-1%,·,-0.5%,·,4%,?,11,·,-5%,·
O=C(Nc1ccccc1C(=O)N1CCOCC1)c1ccc(F)cc1,16%,-5%,9%,-0.1%,2,3%,?,-3,2%,0%,3%
CCOC(=O)c1ccc(-n2cccc2/C=C2\NC(=O)NC2=O)cc1,·,·,·,-0.3%,·,7%,-12%,15,·,1%,·
O=C(NCC(=O)N(c1ccc(F)cc1)C(C(=O)NC1CCCCC1)c1cccnc1)c1ccco1 (stereo not drawn),20%,-2%,6%,-0.1%,2,5%,0%,-7,6%,-1%,-2%
O=C(CN1CCc2[nH]c3ccccc3c2C1)N1CCCCC1,5%,-1%,-24%,-0.8%,-9,4%,8%,14,-5%,1%,-5%
CCOC(=O)c1sc(NC(=O)CSc2nncn2C)nc1C,-16%,-8%,8%,0.0%,1,-1%,1%,-2,8%,3%,-3%
COc1ccc(-c2nc3n(c2Br)CCC3)cc1,0%,-4%,-4%,-0.1%,-3,3%,-12%,0,3%,3%,-6%
CC(C(=O)Nc1ccccc1F)N1CCN(S(=O)(=O)c2ccc(C(F)(F)F)cc2)CC1 (stereo not drawn),-17%,-5%,·,0.3%,·,-1%,1%,-4,·,-4%,·
Cc1ccc(S(=O)(=O)NCc2ccc(C(=O)NCCCN3CCC(Cc4ccccc4)CC3)cc2)cc1,-58%[inhibitor],2%,?,-0.2%,-1,-6%,4%,-1,-1%,-5%,1%
O=C1Nc2ccc(Br)cc2C1(O)c1ccc(F)cc1 (stereo not drawn),13%,-6%,14%,-0.8%,-3,-4%,2%,30[activator],-1%,-1%,·
Cc1ccccc1N1CCN(Cc2nc(Cc3ccccc3)no2)CC1,1%,0%,-14%,-0.1%,-1,3%,-5%,5,-1%,-5%,3%
Cc1cc(F)ccc1NCc1ccc([N+](=O)[O-])cc1,7%,-1%,?,-0.2%,-4,?,0%,-17,-2%,-2%,6%
COc1ccc(C(=O)Cc2cc3cccc(OC)c3oc2=O)cc1,7%,-1%,?,-0.5%,0,4%,?,22,7%,-10%,·
Nn1c(CN2CCCCC2)nc2ccccc2c1=O,-9%,-1%,19%,0.0%,3,-1%,-3%,1,-1%,-2%,-5%
Cc1ccc(/C(O)=C2/C(=O)C(=O)N(CCN3CCOCC3)C2c2ccccn2)cc1 (stereo not drawn),-3%,-3%,-20%,5.3%,-22,-8%,?,-14,0%,2%,1%
COc1ccc(-c2cc3nnc(-c4ccccc4)nc3s2)cc1,-5%,0%,12%,-0.3%,4,3%,?,-6,2%,-1%,-12%
Cc1ccc(N(C)C2=NC(=O)CS2)cc1Cl,28%,0%,-5%,-0.7%,3,-1%,3%,-16,2%,-3%,0%
O=C(c1ccc2c(c1)OCO2)N1CCN(c2ccc(C(F)(F)F)cn2)CC1,14%,-4%,-11%,0.1%,1,7%,1%,1,0%,-2%,-6%
O=C(COC(=O)CNC(=O)c1ccccc1Cl)NC1CCCC1,-3%,-7%,·,-0.3%,·,-2%,?,9,·,-4%,·
COC(=O)c1c(N2C(=O)CC(Sc3ccccc3C(=O)O)C2=O)sc2c1CCCC2 (stereo not drawn),?,2%,-15%,0.1%,18,1%,0%,-5,6%,4%,7.9µM*
COc1ccc(OC)c(C(c2nnnn2C2CCCC2)N2CCN(c3ccc(F)cc3)CC2)c1 (stereo not drawn),-2%,-5%,-26%,0.4%,-1,0%,19%,3,0%,-2%,-1%
COC1=CC(=O)OC12CCCCC2,12%,1%,9%,-0.1%,2,18%,-1%,22,1%,-1%,1%
COc1ccc(NC(=O)CSc2nnc(-c3cccnc3)n2Cc2ccco2)c(OC)c1,8%,-1%,6%,0.0%,2,2%,4%,-14,9%,-1%,-1%
